Assay outcomes deposited in PubChem by National Center for Advancing Translational Sciences (NCATS).
FH mod = Identification of activators of human fumarate hydratase by quantitative high-throughput screening; Fumarate hydratase, mitochondrial (Homo sapiens), P07954; FH coupled MDH/diaphorase resazurin fluorescence, 15 min; Potency, µM (series often up to 79.9 µM), for inactives: at the highest dose activity change, negative = inhibition, most hits filed as inhibitors; actives 0.22% (n = 54,000); AID 1347055, 2019; further: potency means the concentration at half of the fitted maximal effect; on the % scale 0 is the no-effect control and ±100 the full control effect; the screen sought activators but most active calls are inhibition curves; nearly all actives have a fitted effect of over 45% in size
NTMT1 inh = Primary qHTS for Inhibitors of N-terminal methyltransferase 1 (NTMT1): MTaseGlo Assay; NTMT1 MTase-Glo SAH luminescence, purified enzyme; Potency, µM (titrated, usually from 114 µM), without a hit: at the highest dose activity change, negative = inhibition, usual class: inhibitors; actives 2.5% (n = 59,000);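 further: potency means the concentration at half of the fitted maximal effect; plate controls were DMSO vehicle for no effect and no enzyme for full effect; nearly all actives have a fitted effect of over 65% in size; many of its hits are not listed in these tables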
B2AR arrestin ag = qHTS assay of beta-arrestin-biased ligands of beta2-adrenergic receptor: NCGC Sytravon Library Screen. Beta-2 adrenergic receptor (Homo sapiens), P07550. HTLA Tango cells, beta-arrestin recruitment, luciferase luminescence, 18 h. Potency, µM (series often up to 46.1 µM), without a hit: top-dose activation, usual class: activators. 44,000 tested, under 10 active;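 further: potency means the concentration at half of the fitted maximal effect; 0% = DMSO and full agonism = EC100 isoproterenol or metaproterenol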
Target sequence (P07550 whole entry, looked up): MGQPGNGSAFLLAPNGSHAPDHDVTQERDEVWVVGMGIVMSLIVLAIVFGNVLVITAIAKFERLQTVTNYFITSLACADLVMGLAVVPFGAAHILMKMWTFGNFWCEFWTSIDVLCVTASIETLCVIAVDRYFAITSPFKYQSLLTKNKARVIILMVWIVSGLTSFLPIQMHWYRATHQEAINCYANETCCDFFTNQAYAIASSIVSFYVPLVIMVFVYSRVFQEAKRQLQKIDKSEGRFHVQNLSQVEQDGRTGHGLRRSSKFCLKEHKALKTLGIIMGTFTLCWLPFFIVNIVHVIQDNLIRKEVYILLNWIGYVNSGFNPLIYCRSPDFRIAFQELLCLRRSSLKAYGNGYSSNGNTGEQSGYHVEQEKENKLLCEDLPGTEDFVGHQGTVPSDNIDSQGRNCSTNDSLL
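Tango cell line, 1% FBS DMEM; cpd titration up to 46 microM; 18 hr, 37 degrees C, 5% CO2. Luciferin/ATP substrate mix added, 15 min RT, luminescence. %Activity, CRC fitting, curve-class categorization.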
GALK inh = qHTS Assay for Inhibitors of Human Galactokinase (GALK): NCGC Sytravon Library Screen; recombinant GALK, Kinase-Glo ATP luminescence, 1 h; 44,000 tested, under 10 active; Potency, µM (top dose mostly 57.5 µM), without a hit: at the top dose activity, negative = inhibition, usual class: inhibitors; P51570;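 further: plate controls were full GALK reaction for no effect and reaction lacking GALK for full effect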
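5 nM GALK; 35 uM ATP; 100 uM D-galactose; 20 mM HEPES pH 8.0, 5 mM MgCl2, 60 mM NaCl, 1 mM DTT, 0.01% BSA; 1 h RT; Kinase-Glo Plus luminescence.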
p53null 32C tox = qHTS Screen for Compounds that Selectively Target Cancer Cells with p53 Mutations: Cytotoxicity of p53 Null Cells at the Permissive Temperature; H1299-neo p53 null cells, ATP luminescence, 24 h, 32C; Potency, µM (titrated, usually from 46.1 µM), for inactives: at the highest dose activity change, negative = cytotoxicity, most hits filed as cytotoxic; actives 0.62% (n = 55,000); AID 903, 2007;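 further: potency means the concentration at half of the fitted maximal effect; 0% = DMSO only and -100% = full killing by 100 µM tamoxifen; nearly all actives have a fitted effect of over 55% in size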
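We seeded p53-null H1299-neo cells, incubated them overnight at 37C, and added compounds across a range up to 46 uM. After 24 hours at 32C, ATP reagent was applied for 20 min at room temperature and luminescence recorded.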
p53null 39C kill = qHTS Screen for Compounds that Selectively Target Cancer Cells with p53 Mutations: Cytotoxicity of p53 Null Cells at the Nonpermissive Temperature; H1299 p53-null (neo) cells, 39C, ATPlite viability, 24 h; Potency, µM (titrated, usually from 46.1 µM), inactives show top-dose activity, negative = cell killing, usual class: cytotoxic; actives 0.97% (n = 55,000);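 further: potency means the concentration at half of the fitted maximal effect; 0% = DMSO only and -100% = full killing by 100 µM tamoxifen; nearly all actives have a fitted effect of over 50% in size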
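H1299 lung cancer cells, p53-null (H1299-neo) or expressing p53 A138V (H1299-p53A138V), were plated overnight at 37C, then exposed to compounds at up to 46 uM for 24 hr at 39C. Viability was read by ATP-based luminescence.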
PTAP-TSG101 blk = qHTS Validation Assay for Inhibitors of HIV-1 Budding by Blocking the Interaction of PTAP/TSG101: Sytravon Library Screen; Tumor susceptibility gene 101 protein (Homo sapiens), Q99816; Fluorescence polarization, FITC-PTAP peptide/Tsg101, 20 min; Potency, µM (series often up to 115 µM), for inactives: top-dose activity change, negative = inhibition, actives largely listed as inhibitors; 44,000 tested, under 10 active; further: potency means the concentration at half of the fitted maximal effect; 0% is about no effect
Target sequence (Q99816 whole entry, looked up): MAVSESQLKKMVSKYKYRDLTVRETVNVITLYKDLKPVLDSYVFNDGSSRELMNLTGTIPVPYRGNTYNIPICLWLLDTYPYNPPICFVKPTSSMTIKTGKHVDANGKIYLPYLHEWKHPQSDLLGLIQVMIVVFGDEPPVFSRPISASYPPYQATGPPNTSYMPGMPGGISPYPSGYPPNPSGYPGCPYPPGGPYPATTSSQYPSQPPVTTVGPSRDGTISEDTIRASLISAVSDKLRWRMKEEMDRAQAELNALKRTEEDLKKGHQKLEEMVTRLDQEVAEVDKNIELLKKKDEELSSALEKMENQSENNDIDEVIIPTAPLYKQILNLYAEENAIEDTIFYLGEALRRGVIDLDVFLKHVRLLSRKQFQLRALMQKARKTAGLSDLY
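FITC-labeled PTAP peptide (50 nM final) binding to Tsg101 binding domain (10 uM final) read by fluorescence polarization after 20 min at r.t. in HEPES pH 7.5 buffer. Actives by CRC class, <25 µM.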
* hit, by the source's call; ? = inconclusive; nt = no result given; [ ] = another dose, or the depositor's remark. The call rests on the fitted dose curve; in most records, active means well fitted curve in the direction sought with a large enough effect; inconclusive means small, poorly fitted or top-dose-only effect, or another doubt; inactive means no such curve, though single readings can be large; an effect the other way counts as inactive or inconclusive. A portion of the library, so the mix of outcomes need not match the whole.

SMILES | FH mod | NTMT1 inh | B2AR arrestin ag | GALK inh | p53null 32C tox | p53null 39C kill | PTAP-TSG101 blk
CCN(CC)c1ccc(NC(=O)COCc2cc(-c3ccc4c(c3)OCO4)on2)c(C)c1 | -24.7% | ? | 1.4% | -6.2% | -7.1% | -9.2% | -5.5%
O=C(NCCc1ccc(Cl)cc1)C(=O)NCC(c1ccco1)S(=O)(=O)c1ccccc1 (configuration not stated) | -5.6% | 9.3% | -1.8% | 3.3% | 3.3% | 37.9%[activator] | -3.2%
Cn1c(CNC(=O)CSc2nc(-c3cccc(Cl)c3)nc3cc(=O)[nH]n23)nc2ccccc21 | nt | nt | 1.5% | 0.0% | -5.8% | -3.4% | 0.5%
Cc1ccc(N2C(=O)CCSC23C(=O)N(Cc2ccc(F)cc2)c2ccccc23)cc1 (configuration not stated) | -8.5% | -5.4% | 0.0% | 2.7% | 20.8% | -20.9% | -6.4%
Cc1ccc(C)c(-n2c3nc(=O)[nH]c(=O)c-3cc3c(C)nn(-c4ccccc4)c32)c1 | -16.7% | -12.3% | 0.0% | 8.0% | 11.6% | -7.9% | 0.2%
CN(C)c1ccc(CNS(=O)(=O)c2csc(C(N)=O)c2)cc1 | -9.2% | -1.6% | 3.3% | 0.0% | -7.5% | 7.9% | 2.0%
Cc1cn2c(=O)cc(COC(=O)C(C)Oc3ccccc3)nc2s1 (configuration not stated) | 5.7% | -7.4% | -0.8% | 3.7% | -2.9% | -3.9% | -0.2%
Cc1ccc(C(=O)CCC(=O)Nc2ccc(C)cc2C)cc1 | 8.0% | -1.9% | 1.4% | 0.8% | 4.6% | 25.2% | -0.2%
O=C(C1COc2ccccc2O1)N(Cc1cccnc1)c1nc2ccc(F)cc2s1 (configuration not stated) | -22.3% | -23.6% | -3.3% | -0.3% | -5.5% | 1.2% | -3.8%
COc1ccc(NC(=O)CN2C(=O)CCc3cc(S(=O)(=O)N4CCOCC4)ccc32)cc1Cl | -6.6% | 7.0% | -0.6% | -4.4% | -0.5% | -5.6% | -0.3%
COc1ccc(C2CC(=O)c3cnc4c(-c5ccccc5)c(C)nn4c3C2)c(OC)c1 (configuration not stated) | -2.6% | 1.5% | -0.3% | 7.5% | nt | nt | -8.3%
Cc1c(Cl)ccc2sc(NC(=O)c3ccc(S(=O)(=O)N4CCCC4)cc3)nc12 | -10.0% | 34.4%[activator] | 0.3% | -6.7% | 0.4% | -11.2% | 1.6%

Part of the list above in order of SMILES length, lowest first.
SMILES | FH mod | NTMT1 inh | B2AR arrestin ag | GALK inh | p53null 32C tox | p53null 39C kill | PTAP-TSG101 blk
Cc1ccc(C(=O)CCC(=O)Nc2ccc(C)cc2C)cc1 | 8.0% | -1.9% | 1.4% | 0.8% | 4.6% | 25.2% | -0.2%
Cc1cn2c(=O)cc(COC(=O)C(C)Oc3ccccc3)nc2s1 (configuration not stated) | 5.7% | -7.4% | -0.8% | 3.7% | -2.9% | -3.9% | -0.2%
CN(C)c1ccc(CNS(=O)(=O)c2csc(C(N)=O)c2)cc1 | -9.2% | -1.6% | 3.3% | 0.0% | -7.5% | 7.9% | 2.0%
O=C(C1COc2ccccc2O1)N(Cc1cccnc1)c1nc2ccc(F)cc2s1 (configuration not stated) | -22.3% | -23.6% | -3.3% | -0.3% | -5.5% | 1.2% | -3.8%
Cc1c(Cl)ccc2sc(NC(=O)c3ccc(S(=O)(=O)N4CCCC4)cc3)nc12 | -10.0% | 34.4%[activator] | 0.3% | -6.7% | 0.4% | -11.2% | 1.6%
Cc1ccc(N2C(=O)CCSC23C(=O)N(Cc2ccc(F)cc2)c2ccccc23)cc1 (configuration not stated) | -8.5% | -5.4% | 0.0% | 2.7% | 20.8% | -20.9% | -6.4%
CCN(CC)c1ccc(NC(=O)COCc2cc(-c3ccc4c(c3)OCO4)on2)c(C)c1 | -24.7% | ? | 1.4% | -6.2% | -7.1% | -9.2% | -5.5%
COc1ccc(NC(=O)CN2C(=O)CCc3cc(S(=O)(=O)N4CCOCC4)ccc32)cc1Cl | -6.6% | 7.0% | -0.6% | -4.4% | -0.5% | -5.6% | -0.3%
Cn1c(CNC(=O)CSc2nc(-c3cccc(Cl)c3)nc3cc(=O)[nH]n23)nc2ccccc21 | nt | nt | 1.5% | 0.0% | -5.8% | -3.4% | 0.5%

Remaining list, next part.
SMILES | FH mod | NTMT1 inh | B2AR arrestin ag | GALK inh | p53null 32C tox | p53null 39C kill | PTAP-TSG101 blk
CCOC(=O)N1CCN(Cc2nc3cc(NC(=O)c4ccc(F)cc4)ccc3n2C(C)C)CC1 | -1.6% | 18.4% | -4.8% | 0.6% | -3.9% | -3.4% | -5.9%
CCc1cccc(NS(=O)(=O)c2ccc3c(c2)n(C)c(=O)c(=O)n3C)c1 | -19.0% | -1.0% | 0.5% | 7.9% | -1.8% | 13.9% | 0.0%
Cc1ccc(OCCSc2nc3ccc(NC(=O)c4ccco4)cc3s2)cc1 | -0.4% | 10.1% | -4.1% | 1.7% | -12.9% | 9.9% | 0.0%
COc1ccc(Cl)cc1NC(=O)c1oc2ccc(S(=O)(=O)N3CCCCC3)cc2c1C | -4.3% | -14.5% | 0.2% | -0.5% | -2.4% | 0.3% | -6.6%
Cc1ccc(NC(=O)Cn2c(=O)n(CCCCC(=O)NCCc3ccccc3)c(=O)c3ccccc32)cc1 | 2.6% | 13.1% | -1.9% | 2.0% | 1.5% | -6.7% | 0.9%
O=C(c1ccc2c(c1)N(Cc1cccc(Cl)c1)C(=O)c1ccccc1S2)N1CCOCC1 | ? | ? | 1.4% | -1.6% | 13.7% | -2.7% | -8.1%
COc1ccc(N2CCN(C(=O)c3cn(C4CCCCC4)c(=O)c4c3c3ccccc3n4C)CC2)cc1 | -14.9% | -3.3% | -1.6% | -0.6% | 2.8% | 3.3% | -6.9%
CCOC(=O)CC(NC(=O)Cn1nnc(-c2ccccc2C)n1)c1ccc(OC)cc1 (configuration not stated) | -6.6% | -0.3% | -0.2% | 0.2% | 18.4% | -19.7% | -9.4%
CCOc1ccccc1Nc1nc2ccccc2c2nncn12 | -2.1% | -2.7% | 1.1% | 3.0% | -6.9% | 8.2% | -2.7%
CCOc1ccc(-n2cc(-c3ccccc3)c3c(NCc4ccccc4)ncnc32)cc1 | -14.9% | 4.1% | 1.0% | 1.7% | 6.4% | 2.7% | 0.1%
Cc1cccc(NC(=O)CSc2nc3c([nH]c4ccccc43)c(=O)n2C)c1C | 2.1% | 10.2% | 0.7% | 2.7% | 2.6% | 10.2% | -2.6%
CCOc1cc(C(=O)OCc2cc(=O)n3nc(C4CC4)sc3n2)cc(OCC)c1OCC | 25.6% | -0.1% | -0.1% | 3.4% | 2.7% | 6.6% | -6.8%
CCSc1nc2n(n1)C(c1ccc(C(=O)O)cc1)C(C(=O)Nc1ccccc1C)=C(C)N2 (configuration not stated) | -2.2% | -4.4% | -1.7% | 3.1% | -4.2% | 17.2% | 0.8%
COc1ccc(NC(=O)CCCc2nnc3n(C(C)C)c(=O)c4sccc4n23)cc1Cl | -16.2% | 8.3% | -1.0% | 4.3% | -6.2% | 16.9% | 2.4%
